Tau ThT inhib = inhibitors of human tau fibril formation, thioflavin T binding | recombinant tau K18 P301L, heparin-induced fibrillization, ThT fluorescence | Potency, µM (series often up to 57.4 µM), without a hit: at the top dose activity, negative = inhibition, usual class: inhibitors | actives 2.1% (n = 270,000) | AID 1460; note: % is set by controls: 0 for no effect and ±100 for the full control effect; nearly all actives have a fitted effect of over 55% in size
Target sequence (P10636 561-689 P618L limits assumed): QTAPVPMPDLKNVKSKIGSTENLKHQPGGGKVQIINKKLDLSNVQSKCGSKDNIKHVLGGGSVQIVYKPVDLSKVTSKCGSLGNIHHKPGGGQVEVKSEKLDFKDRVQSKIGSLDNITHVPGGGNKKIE
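Heparin-induced (20 uM) aggregation of recombinant human K18 P301L tau, 15 uM unlabeled with 0.24 uM labeled, pH 7 acetate buffer, 6 hr at 37 C with compound. Fibrils quantified by 30 uM ThT fluorescence after 1 hr ambient incubation.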
Tau fluor counter = counter-screen for tau fibril formation inhibitors | tau K18 P301L (four-repeat tau fragment) Alexa594 fluorescence, heparin fibrillization | Potency, µM (titrated, usually from 57.7 µM), for the others: at the highest dose activity change, negative = decrease | actives 0.93% (n = 280,000) | AID 1463; note: % is set by controls: 0 for no effect and ±100 for the full control effect; nearly all actives have a fitted effect of over 55% in size
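Human K18 P301L tau (15 uM unlabeled plus 0.24 uM Alexa 594-labeled, final) in 100 mM sodium acetate pH 7 was mixed with compound and 20 uM heparin and incubated 6 hr at 37 C.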
HTT ATP protect = protects HTT-Q103 PC12 cells, measured by ATP | PC12 HTT-Q103 induced, cytoprotection, ATP luminescence, 40 h | Potency, µM (highest dose often 56.4 µM), for inactives: cytoprotection (ATP increase), most hits filed as activators | actives 0.14% (n = 230,000);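 note: % of control where 0% means no effect; nearly all actives have a fitted effect of over 45% in size; toxic huntingtin expression switched on by the ecdysone agonist tebufenozide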
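Readout: ATPlite luminescence (ATP level). Model: stable PC12, inducible Htt exon1 Q103-GFP. Inducer: tebufenozide, 100 nM final. Compounds: dose series. No G418 in medium.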
GAA glycogen mod = GAA glycogen-cleavage inhibition or activation; P10253; actives 0.38% (n = 300,000); recombinant GAA, glycogen substrate, Amplex Red glucose oxidase fluorescence; Potency, µM (highest dose often 76.4 µM), inactives show at the highest dose activity change, negative = inhibition, hits mostly inhibitors;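 note: 0% = full enzyme reaction and -100% = no-enzyme basal signal; the screen sought inhibitors and activators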
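Recombinant enzyme (4 nM final) with compounds titrated up to 77 uM and bovine liver glycogen (30 ug) in citrate pH 5.0, 0.01% Tween-20, 37 C 40 min. Released glucose detected by Amplex Red/glucose oxidase (Ex 573/Em 610); AC50 from Hill fits.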
Tau fibril FP = blocks human tau fibril formation measured by polarization; Potency, µM (highest dose often 57.7 µM), inactives show top-dose activity, negative = inhibition, hits mostly inhibitors; K18 P301L tau heparin fibrillization, Alexa594 FP, 6 h; actives 0.39% (n = 280,000); P10636; AID 1468; note: % is set by controls: 0 for no effect and ±100 for the full control effect; nearly all actives have a fitted effect of over 55% in size
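Quantitative HTS format: compounds meet 15 uM recombinant K18 P301L tau and Alexa 594-tau tracer in 100 mM sodium acetate pH 7; 20 uM heparin triggers fibrillization at 37 C over 6 hr; FP gives the signal.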
aGlu spleen mod = lysosomal alpha-glucosidase (human) modulation. human spleen homogenate, 4-MU-alpha-glucoside fluorescence. Potency, µM (titrated, usually from 79.9 µM), for the others: at the highest dose activity change, negative = inhibition, usual class: inhibitors. actives 0.006% (n = 240,000). P10253;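 note: 0% = enzyme with vehicle and -100% = no enzyme basal signal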
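Enzyme source: human spleen homogenate, 1 ug/well. Buffer 50 mM citric acid/K phosphate pH 5.0, 0.01% Tween-20. 4-MU-alpha-glucoside 1 mM; 37 C x 40 min; NaOH/glycine stop; fluorescence.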
GAA inhib = alpha-glucosidase (human) inhibition; actives 0.005% (n = 200,000); purified human GAA, 4-MU-alpha-glucoside fluorescence; P10253; Potency, µM (top dose mostly 76.9 µM), without a hit: at the top dose activity change, negative = inhibition, hits mostly inhibitors;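 note: plate controls were uninhibited enzyme wells for no effect and no-enzyme background for full effect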
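Fluorescence at Ex 365/Em 440 nm from 4-methylumbelliferone reported enzyme activity after 20 min at room temperature. Reactions used 4 nM enzyme and 400 uM substrate at pH 5.0; curves fitted with the Hill equation.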
GLA spleen mod = inhibits or activates alpha-galactosidase in human spleen homogenate | P06280 | human spleen homogenate, 4MU-alpha-Gal fluorescence, 40 min | AID 2107 | Potency, µM (highest dose often 80 µM), inactives show at the highest dose activity change, negative = inhibition, actives largely listed as inhibitors | actives 0.008% (n = 240,000);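 note: 0% = enzyme with vehicle and -100% = no enzyme basal signal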
Target sequence (P06280 32-429 limits assumed): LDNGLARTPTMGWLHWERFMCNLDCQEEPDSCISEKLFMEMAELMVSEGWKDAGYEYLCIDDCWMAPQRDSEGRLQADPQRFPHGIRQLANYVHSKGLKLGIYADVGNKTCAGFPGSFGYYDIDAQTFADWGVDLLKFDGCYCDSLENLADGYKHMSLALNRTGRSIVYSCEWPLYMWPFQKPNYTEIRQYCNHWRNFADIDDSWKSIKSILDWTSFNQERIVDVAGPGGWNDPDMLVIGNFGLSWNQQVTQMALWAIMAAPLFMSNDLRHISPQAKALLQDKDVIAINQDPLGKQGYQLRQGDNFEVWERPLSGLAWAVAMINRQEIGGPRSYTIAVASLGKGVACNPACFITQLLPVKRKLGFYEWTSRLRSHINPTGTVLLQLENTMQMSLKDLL
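Fluorogenic readout (Ex 365/Em 440 nm) of 4-methylumbelliferone released from 1 mM 4-MU-alpha-galactoside by spleen homogenate, 40 min at 37C, pH 5.0. Data normalized to no-enzyme and enzyme controls; Hill-equation AC50 from compound titrations.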
The depositor's hits bear a star; ? = inconclusive; nt = no result given; & = joins results of further samples; [ ] = dose if it differs, or a comment. Calls come from the whole dose curve; as a rule, active = well fitted curve in the direction sought with a large enough effect; inconclusive = small, poorly fitted or top-dose-only effect, or another doubt; inactive = no such curve, though single readings can be large; an effect the other way counts as inactive or inconclusive. Potency is the fitted concentration of half-maximal effect.

SMILES	Tau ThT inhib	Tau fluor counter	HTT ATP protect	GAA glycogen mod	Tau fibril FP	aGlu spleen mod	GAA inhib	GLA spleen mod
C=CCn1c(SCC(=O)NCc2cccs2)nnc1C1CCCCC1	-3%	1%	-11%	15%	-4%	10%	-5%	7%
NC(=O)C1CCN(C(=O)CN2CCc3ccccc32)CC1	?	-23%	2%	-22%	2%	-14%	4%	-2%
Cc1cc(Nc2ccccc2Cl)n2nnnc2n1	-11%	-2%	-2%	2%	3%	-2%	1%	-1%
CCOC(=O)C1=C(C)OC(N)=C(C#N)C1c1ccc(O)c(OC)c1 (stereo not drawn)	?	-17%	5%	-2%	-5%	-7%	-4%	-8%
COc1ccc(C(=O)C2CCCN(Cc3cccn3-c3nccs3)C2)cc1OC (stereo not drawn)	nt	5%	7%[10 µM]	-3%	1%	-11%	nt	2%
COc1ccc2c(=O)cc(-c3ccccc3F)oc2c1	?	-17%	15%[10 µM]	6%	0%	4%	?	2%
O=C(CCc1nc2ccccc2s1)Nc1cccnc1	-17%	-11%	-10%	2%	3%	nt	-13%	8%
Cc1ccc(C2c3c(-c4cc(C)ccc4O)n[nH]c3C(=O)N2Cc2ccco2)cc1 (stereo not drawn)	?	?	nt	18%[76.3 µM]	?	nt	nt	nt
CC[n+]1c(/C=C2\C=C(C)CC(C)(C)C2)sc2ccccc21	?	-28%	-18%	-13%	?	-10%	?	2%
Nc1cc(N)cc(C(=O)OCC(=O)Nc2cc(S(=O)(=O)N3CCCCC3)ccc2Cl)c1	-1%	?	nt	18%	15%	5%	-6%	-1%
Cc1ccc(S(=O)(=O)N2CCCC2C(=O)NCCc2nc3ccccc3[nH]2)cc1 (stereo not drawn)	0%	4%	10%[10 µM]	0%	8%	-1%	-10%	2%
Cc1cc(C)cc(C(=O)NCC(=O)OCC(=O)N2c3ccccc3NC(=O)C2(C)C)c1	-15%	-24%	5%[10 µM]	7%	-5%	-1%	-29%	1%
CC(C)n1c(SCC(N)=O)nc2c1c(=O)[nH]c(=O)n2C	-1%	5%	-17%	-4%	5%	-11%	-10%	7%
COc1cc(SC)ccc1C(=O)Nc1ccncc1	2%	-3%	-24%	13%	9%	3%	2%	1%
CCc1ccc2oc(-c3cc(NC(=O)C(C)C)cc(C)c3O)nc2c1	4%	0%	nt	9%[76.3 µM]	-9%	nt	nt	nt
COc1ccc(-n2nc3cc(C)c(NC(C)=O)cc3n2)cc1	?	-8%	nt	24%	4%	-1%	?	-6%
CCCn1c(SCC(=O)Nc2nnc(C)s2)nnc1-c1ccoc1C	14%	23%	-9%[10 µM]	32%	0%	10%	1%	-6%
O=C(CSc1nnc(-c2c[nH]c3ccccc23)n1-c1ccc(F)cc1)NCc1ccco1	-13%	-10%	-20%[0.074 µM]	-2%	8%	-7%	-16%	10%
O=C1c2cccc3cccc(c23)C(=O)N1CCN1CCN(CC(O)COc2ccccc2)CC1 (stereo not drawn)	-14%	-10%	-13%[10 µM]	0%	1%	3%	-6%	2%
Cc1ccc(-n2c(C)cc3c2CC(C)(C)CC3=O)cc1C	-16%	-13%	-6%	15%	-6%	4%	-1%	12%
CCOc1ccc(C2C(C(=O)c3ccc(C)o3)=C(O)C(=O)N2CCN2CCOCC2)cc1OC (stereo not drawn)	-10%	1%	-16%	3%	3%	-2%	?	-4%
COc1ccc(C(CC(=O)N2CCCC2)c2c(OC)cc(OC)c3ccc(=O)oc23)cc1 (stereo not drawn)	-2%	-2%	-20%[10 µM]	0%	2%	-4%&-24%	nt	-3%&7%
O=C(O)CC(Cc1ccc(Br)cc1)C(=O)O (stereo not drawn)	-5%	1%	5%	-4%	8%	-9%	2%	15%
CN(c1cccc(NC(=O)COc2ccccc2)c1)S(C)(=O)=O	0%	-3%	-30%[10 µM]	3%	7%	2%	7%	1%
CC1Cc2ccccc2N1C(=O)c1ccc(N2CCCCC2)c([N+](=O)[O-])c1 (stereo not drawn)	?	-14%	0%[10 µM]	-4%	11%	-7%	1%	0%

Copied from the list.
Under GAA glycogen mod, O=C(O)CC(Cc1ccc(Br)cc1)C(=O)O (stereo not drawn) is listed with -4%
Under GLA spleen mod, Cc1ccc(-n2c(C)cc3c2CC(C)(C)CC3=O)cc1C is listed with 12%
Under Tau fibril FP, Cc1cc(Nc2ccccc2Cl)n2nnnc2n1 is listed with 3%

The results go on:
SMILES	Tau ThT inhib	Tau fluor counter	HTT ATP protect	GAA glycogen mod	Tau fibril FP	aGlu spleen mod	GAA inhib	GLA spleen mod
CN1CCN(CC(O)COc2ccc(OCC(O)CN3CCN(C)CC3)cc2)CC1 (stereo not drawn)	-15%	-5%	30%[10 µM]	5%	-2%	-21%	3%	?
O=C(CSc1nc2c([nH]c3ccccc32)c(=O)n1-c1ccc(F)cc1)NCc1ccco1	?	?	-17%[10 µM]	-5%	8%&-10%	-5%	1%	5%
COc1cc(N/N=C/c2ccccc2O)ncn1	7%	3%	34%[10 µM]	10%	2%	-5%	?	17%
CCOc1cc(C2C3=C(CC(C)(C)CC3=O)OC3=C2C(=O)CC(C)(C)C3)cc([N+](=O)[O-])c1O	?	-11%	-2%[10 µM]	-18%	4%	-18%	?	1%
COc1cccc(/C=C/C(=O)Nc2ccc(N3CCOCC3)cc2)c1OC	5.6µM*	?	-1%[10 µM]	-5%	2%	0%	nt	3%
O=C(CCN1CCOCC1)c1ccc(Cl)cc1	0%	7%	3%[10 µM]	7%	?	2%	2%	-6%
N#C/C(=C(/O)COC(=O)c1ccc2c(c1)OCCO2)c1nc2ccccc2[nH]1	-15%	-21%	-3%	-5%	14%	4%	-12%	8%
Cc1ccc(C)n1-c1nccc(-c2ccco2)n1	-4%	-5%	5%[10 µM]	14%	-11%	?	?	?
Cc1cccc(N=Nc2c(N)n[nH]c2-c2ccc(Cl)cc2)c1	?	8.9µM*[quencher]	-3%	-3%	?	-10%	-5%	-7%
CCCN1C(=O)c2[nH]nc(-c3ccccc3O)c2C1c1cccc(OCc2ccccc2)c1 (stereo not drawn)	-4%	?	nt	2%[76.3 µM]	?	nt	nt	nt
Cc1cccc(N(CC(N)=O)S(C)(=O)=O)c1C	3%	14%	4%[0.074 µM]	6%	1%	-4%	-3%	-5%
CCC1CN(C(=O)N2CCC(C(=O)NCc3ccccc3F)CC2)c2ccccc2O1 (stereo not drawn)	5%	-11%	nt	-1%[76.3 µM]	-3%	nt	nt	nt
Cc1ccc(C(c2ccccc2)c2c(C)[nH]c3ccccc23)s1 (stereo not drawn)	-13%	-13%	nt	-23%[76.3 µM]	2%	nt	nt	nt
COCCn1c(CCC(=O)Nc2cc(C)ccc2C)nc2cccnc21	-2%	-1%	nt	1%[76.3 µM]	4%	nt	nt	nt
CC1CCC(NC(=O)c2cc3c(s2)CS(=O)(=O)C3)CC1 (stereo not drawn)	-8%	-4%	17%	4%	4%	7%	?	13%
COCCn1c(C)cc(C(=O)CSc2nc3ccccc3c(=O)n2Cc2ccco2)c1C	-5%	?	nt	1%	?	2%	6%	2%
Nc1cc(Cl)c(NC2=NCCN2)c(Cl)c1	1%	-2%	?	nt	4%	1%	nt	8%
CCc1[nH]c(=O)c(C#N)c2c1COC(C)(C)C2	-1%	5%	7%	-7%	7%	9%	0%	11%
Cc1cccc(C)c1NC(=O)COC(=O)c1c2c(nc3ccccc13)/C(=C\c1ccc3c(c1)OCO3)CCC2	-14%	-16%	nt	10%	-10%	-10%	-2%	-7%
COC(=O)[C@@H]1C[C@@]2(O)[C@@H](O)[C@@H](O)[C@@H](O)C[C@H]2N1Cc1cc(OC)cc(OC)c1	2%&1%	8%&12%	-26%	-5%	-3%&9%	5%&1%	nt	-14%&1%
O=C(O)c1ccc(-n2nc(C(F)(F)F)c3c2-c2ccoc2CC3)cc1	?	-22%	-5%[0.074 µM]	-8%	?	-8%	-6%	2%
COc1ccc(CN(Cc2ccncc2)C(=O)CCC(=O)O)cc1	3%	0%	-1%	1%	-6%	-2%	-4%	19%
COCC(C)NC(=O)c1ccc(-n2nc(C(F)(F)F)cc2-c2cccs2)cc1 (stereo not drawn)	-13%	-10%	0%	1%	12%	1%	-10%	3%
COCCNC(=O)c1cn(C)c(=O)c2cc(OC)c(OC)cc12	-3%	1%	23%	10%	2%	1%	-2%	0%
CCOC(=O)CCc1c(C)nc2c(c(C)nn2C(C)(C)C)c1C	-4%	8%	-14%[10 µM]	-16%	6%	-7%	-6%	-5%

(continued)
SMILES	Tau ThT inhib	Tau fluor counter	HTT ATP protect	GAA glycogen mod	Tau fibril FP	aGlu spleen mod	GAA inhib	GLA spleen mod
Cc1nc(NCc2ccccc2)c2cc[nH]c2n1	-14%	-19%	1%[10 µM]	3%	-1%	-8%	nt	1%
CC(C)Cc1nnc(NC(=O)Nc2ccccc2)s1	8%	-27%	8%[10 µM]	23%	-11%	-3%	14%	-7%
O=C(COc1ccc([N+](=O)[O-])cc1)NCCC1=CCCCC1	-11%	-13%	-4%[10 µM]	-3%	-4%	5%	3%	-2%
CCOc1ccc(/C=C2\SC(=O)N(c3ccc(O)cc3)C2=O)cc1OC	nt	4%[0.0958 µM]	-16%[10 µM]	1%	-3%[0.0958 µM]	-11%	nt	3%
CCCn1c(NCc2ccco2)nc2c1c(=O)n(C)c(=O)n2C	-3%	-8%	-5%[1.9 µM]	-17%	-10%	3%	-2%	-8%
Cc1ccc(S(=O)(=O)NNC(=O)c2sc3nc(C)cc(C)c3c2-n2cccc2)cc1	?	-15%	18%[10 µM]	?	7%	-8%	-2%	-9%
Cc1oc2c(cc(NS(=O)(=O)c3ccc4c5c(cccc35)C(=O)N4)c3ccccc32)c1C(=O)OC(C)C	?	?	-81%[inhibitor]	-14%	4%	-2%	-5%	2%

Single records, as listed above. Order of values: Tau ThT inhib, Tau fluor counter, HTT ATP protect, GAA glycogen mod, Tau fibril FP, aGlu spleen mod, GAA inhib, GLA spleen mod
Profile of `CCCn1c(NCc2ccco2)nc2c1c(=O)n(C)c(=O)n2C` → -3%, -8%, -5%[1.9 µM], -17%, -10%, 3%, -2%, -8%
Profile of `Cc1oc2c(cc(NS(=O)(=O)c3ccc4c5c(cccc35)C(=O)N4)c3ccccc32)c1C(=O)OC(C)C` → ?, ?, -81%[inhibitor], -14%, 4%, -2%, -5%, 2%

Bioassay records (PubChem BioAssay)
